Cneo AK release – Cryptococcus neoformans cell lysis inducers, primary screen, AK release luminescence, single concentration; AID 651654, 2012; C. neoformans lysis, adenylate kinase release luminescence, 4 h; normalised: neutral wells 0, clomiphene wells 100; lysis activity, % at 15 µM; 360,000 tested, 0.2% active;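 active = mean lysis activity across replicates of at least 80%, whatever share of replicates individually reach that level; inactive = mean lysis activity below 80%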
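Material: C. neoformans cells | Amount: Yeast cell density of 5 × 10^6 cells/mL | Medium: Fresh YPD growth medium | Dosing: Single dose | Times: Static 4 h at 37 °C with compound, 1 h detection | Detection: AK luminescence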
RAD52 inh – RAD52 DNA annealing inhibitors, primary screen, biochemical, FRET, single point, set 2; DNA repair protein RAD52 homolog (Homo sapiens), P43351; recombinant RAD52 DNA annealing, FRET fluorescence; inhibition, % at 18.7 µM; 360,000 tested, 0.46% active;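 active = every replicate showing at least 50% inhibition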
Target sequence (P43351 whole entry, looked up): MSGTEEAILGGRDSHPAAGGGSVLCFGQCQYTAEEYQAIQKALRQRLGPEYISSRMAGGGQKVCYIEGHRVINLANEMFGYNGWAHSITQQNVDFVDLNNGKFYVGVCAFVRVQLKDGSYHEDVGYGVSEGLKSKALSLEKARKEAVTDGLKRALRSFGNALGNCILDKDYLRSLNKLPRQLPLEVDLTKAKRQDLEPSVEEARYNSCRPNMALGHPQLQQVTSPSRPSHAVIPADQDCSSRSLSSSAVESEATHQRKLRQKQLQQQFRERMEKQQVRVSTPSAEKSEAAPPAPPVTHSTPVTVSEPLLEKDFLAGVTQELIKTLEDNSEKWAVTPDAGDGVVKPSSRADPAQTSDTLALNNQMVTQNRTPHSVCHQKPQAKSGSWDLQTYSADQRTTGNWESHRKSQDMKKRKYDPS
miR-122 sensor – miR-122 Renilla sensor signal increase in Huh7, primary screen, miR-122 inhibitor project, cell-based, single point, plate reader. Huh7 miR-122 Renilla luciferase sensor, 48 h; neutral wells = 0, positive control = 100. activation (reporter increase), % at 12.5 µM. 340,000 tested, 0.3% active;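 active = mean replicate activation score at least 90 and every replicate individually at or above 90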;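 note: higher luciferase means less miR-122 activity so hits act as miR-122 inhibitors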
PGC1a acetyl inh – inhibitors of PGC1a acetylation signal, primary screen, cell-based, U2OS, AlphaScreen, inhibitor mode; inhibition, % at 15.6 µM; 350,000 tested, 0.17% active; AlphaScreen anti-acetyl-lysine; with virally co-expressed GCN5 acetyltransferase;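 active = every replicate shows inhibition of at least 40%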;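 note: 0% = neutral control wells and 100% = positive control wells; some results beyond the cut were filed as inactive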
PglD inh – C. jejuni PglD acetyltransferase inhibitors, primary screen, biochemical, DTNB colorimetric, single point; UDP-N-acetylbacillosamine N-acetyltransferase PglD (Campylobacter jejuni); purified PglD enzyme, DTNB colorimetric CoA detection; inhibition, % at 12.5 µM; 360,000 tested, 0.098% active; AID 602405, 2012; in the data active = inhibition above about 16%, passing the limit was not always enough; note: strong numbers were not always called active
E-selectin induc – E-selectin induction in HUVECs, primary screen, imaging, HUVEC, immunofluorescence imaging, single point; P16581; normalized: neutral wells 0, TNF-alpha wells 100; activation, % at 7.58 µM; 260,000 tested, 0.37% active; AID 686992, 2013;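 active = mean E-selectin-positive cell signal at least 10% of the positive control, reached in at least 60% of replicates, without over 20% cell loss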;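 note: in these data hits start at about 27%; measured in HUVEC primary endothelial cells; signal is the percent of cells scored E-selectin positive by PE staining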
Target sequence (P16581 whole entry, looked up): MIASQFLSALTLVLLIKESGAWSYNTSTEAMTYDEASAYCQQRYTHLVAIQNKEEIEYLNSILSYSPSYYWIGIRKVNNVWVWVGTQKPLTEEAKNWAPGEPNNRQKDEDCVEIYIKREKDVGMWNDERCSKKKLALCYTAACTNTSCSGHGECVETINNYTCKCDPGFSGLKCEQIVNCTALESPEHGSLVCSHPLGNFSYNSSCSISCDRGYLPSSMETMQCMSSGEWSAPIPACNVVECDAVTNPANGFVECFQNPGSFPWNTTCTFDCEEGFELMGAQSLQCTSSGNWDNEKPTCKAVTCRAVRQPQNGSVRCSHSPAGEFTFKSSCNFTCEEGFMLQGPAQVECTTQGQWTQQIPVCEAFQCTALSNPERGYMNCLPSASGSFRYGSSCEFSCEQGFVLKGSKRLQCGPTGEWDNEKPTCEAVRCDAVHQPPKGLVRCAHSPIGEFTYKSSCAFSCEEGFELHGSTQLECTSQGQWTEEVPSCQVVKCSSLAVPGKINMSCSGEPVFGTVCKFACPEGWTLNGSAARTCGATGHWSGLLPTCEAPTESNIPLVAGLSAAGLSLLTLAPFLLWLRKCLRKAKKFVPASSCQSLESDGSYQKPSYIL
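material = human umbilical vein endothelial cells (HUVEC), E-selectin induction | quantity = 3,000 cells/well | medium = EGM-2 growth medium on 0.1% gelatin-coated wells | technique = immunofluorescence imaging | read-out basis = % PE-positive cells | control set = TNF-alpha positive control, DMSO neutral control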
ERAP1 inh – human ERAP1 aminopeptidase inhibitors, primary screen, biochemical, single point, plate reader; inhibition, % at 10.7 µM; recombinant ERAP1, Leu-AMC fluorescence, 60 min; 340,000 tested, 0.15% active; Endoplasmic reticulum aminopeptidase 1 (Homo sapiens), Q9NZ08;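 active = mean replicate inhibition of at least 30%, or all replicates individually reaching that 30% level; inactive = mean below 30% and not every replicate reaching it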;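 note: 0% = neutral control wells and 100% = L-leucinethiol positive control wells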
RAD54 inh – inhibitors of human RAD54 branch migration, primary screen, biochemical, fluorescence, single point. RAD54 Holliday junction branch migration, FAM/BHQ fluorescence. inhibition, % at 10.4 µM. 360,000 tested, 0.14% active;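 active = mean normalized replicate activity at least 40 and at least half of replicates scoring 40 or more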;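 note: 0% = median of neutral control wells and 100% = median of positive control wells; inhibitors cause a drop in the FAM fluorescence signal; in these data hits start at about 50%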
Numbers without * were called inactive; · = not tested or not shown; [ ] = another dose, or the depositor's remark.

1) NC(=O)COC(=O)C1CSC2(c3ccc(F)cc3)CCC(=O)N12 (stereo not given)
2) O=C(Cc1cccnc1)N1CC(=O)N2[C@H](CO)[C@H](c3ccc(C#CC4CC4)cc3)[C@@H]2C1
3) CC1(C)N=C(N)N=C(N)N1c1cccc(C(=O)O)c1
4) CCOC(=O)CCc1c(C)c2ccc(OCc3ccc([N+](=O)[O-])cc3)cc2oc1=O
5) CCOc1ccc(CNC(=O)CCCC(=O)n2nc(C)c3ccccc32)cc1
6) Cn1c(=O)oc2cc(S(=O)(=O)NCCCN3CCCC3=O)ccc21

assay / entry	1	2	3	4	5	6
Cneo AK release	11	·	1	1	2	-2
RAD52 inh	-3	7	·	·	-7	-14
miR-122 sensor	-7	·	-3	8	-2	·
PGC1a acetyl inh	-15	-8	8	5	3	·
PglD inh	-5	·	-6	2	4	0
E-selectin induc	0.1	0.2	·	·	·	-0.1
ERAP1 inh	-9	-1	·	·	1	2
RAD54 inh	-2	·	-7	-3	1	14

7) Cc1c(CCOC(=O)c2cc([N+](=O)[O-])ccc2Cl)sc[n+]1CCCCS(=O)(=O)[O-]
8) CCc1ccccc1SCc1noc(C(=O)NCC2CCCO2)c1C(=O)O (stereo not given)
9) O=C(c1cccnc1)N1CCCCN2[C@H](CO)[C@@H](c3ccc(C#Cc4ccccn4)cc3)[C@@H]2C1
10) CSc1ccccc1C(=O)C1CCCN(C(=O)CCc2cccnc2)C1 (stereo not given)
11) O=C(c1ccc(Cl)c(Cl)c1)N1CCC(=O)N(C(COCc2cccc(C(F)(F)F)c2)Cc2ccccc2)CC1 (stereo not given)
12) COC(=O)c1ccccc1NC(=O)CSc1nncn1C

assay / entry	7	8	9	10	11	12
Cneo AK release	·	1	2	1	2	-1
RAD52 inh	-6	-8	-55	0	-14	-8
miR-122 sensor	·	-8	12[16.7 µM]	-1	·	-1
PGC1a acetyl inh	4	3	1	3	·	·
PglD inh	·	-1	-1	3	-3	-1
E-selectin induc	2.6	-0.1	0.1	4.6	-0.4	1.3
ERAP1 inh	-1	0	-7	10	-2	3
RAD54 inh	·	-2	-21	-6	-3	2

13) CC=Cc1ccc2n(c1=O)C[C@H]1[C@H](CO)[C@@H](C(=O)NCC3CC3)[C@@H]2N1C(=O)C1CC1 (mixture of isomers)
14) Cc1noc(C)c1S(=O)(=O)N(C)C[C@H]1Oc2ccc(NC(=O)CCCN(C)C)cc2C(=O)N([C@H](C)CO)C[C@H]1C
15) CCCC#Cc1ccc2c(c1)O[C@H](CN(C)Cc1ccncc1)[C@H](C)CN([C@H](C)CO)S2(=O)=O
16) CCN(CC)S(=O)(=O)c1ccc(-c2nnc(SCC(=O)Nc3cc(OC)cc(OC)c3)o2)cc1
17) O=C(CCNS(=O)(=O)c1cccc2nonc12)Nc1ccc(Cl)cc1
18) COc1ccc(C2=NCCn3cccc32)c(OC)c1

assay / entry	13	14	15	16	17	18
Cneo AK release	0	1	-6	-1	-1	1
RAD52 inh	-3	1	-14	·	-19	·
miR-122 sensor	-3[16.7 µM]	2[16.7 µM]	2[16.7 µM]	-10	3	-18
PGC1a acetyl inh	·	3	-14	0	2	·
PglD inh	3	3	-1	4	1	-8
E-selectin induc	-0.1	-0.1	-0.1	·	·	·
ERAP1 inh	0	-1	-5	·	0	·
RAD54 inh	4	5	3	13	-9	21

19) CCN(CC)S(=O)(=O)c1cc(C(=O)Oc2ccccc2OC)ccc1OC
20) CCOc1cc2[nH]c(=S)n(CCC(=O)NCc3ccco3)c(=O)c2cc1OCC
21) CCc1nnc(NC(=O)c2ccc(Cl)nc2)s1
22) O=C(COC(=O)c1ccc(O)cc1O)Nc1cc(-c2ccccc2)nn1-c1ccccc1
23) O=C(NCc1ccc(F)cc1)C1CC(=O)N(C2CCCCC2)C1 (stereo not given)
24) COc1ccc(CCNC(=O)CCCCCn2c(SCC(N)=O)nc3cc4c(cc3c2=O)OCO4)cc1OC

assay / entry	19	20	21	22	23	24
Cneo AK release	7	-1	-4	-3	0	1
RAD52 inh	·	-19	-98	-21	-9	-11
miR-122 sensor	60	-1	-2	-7	-7	-6
PGC1a acetyl inh	·	·	·	-32	4	·
PglD inh	-4	3	5	2	1	0
E-selectin induc	·	2.7	4.5	1.2	-0.4	-0.7
ERAP1 inh	·	-6	1	3	-3	-3
RAD54 inh	-2	-3	-16	1	9	-2

25) O=C1NC2(CCCCCCC2)C(=O)N1Cc1ccc(F)cc1
26) CCCS(=O)(=O)n1nc(-c2ccc(OC)cc2OC)cc1N
27) C[C@H](CO)N1C[C@H](C)[C@@H](CN(C)CC2CC2)Oc2cc(-c3ccc(F)cc3)ccc2S1(=O)=O
28) CO[C@@H]1CN(C)C(=O)c2ccc(NC(=O)C3CCOCC3)cc2OC[C@H](C)N(C(C)=O)C[C@@H]1C
29) COc1cc(C2C(=O)N(C3CCCC3)CC(=O)N2Cc2ccco2)ccc1OC(C)C (stereo not given)
30) COc1ccc(NC2CCN(C3CC(=O)N(c4ccc(F)c(Cl)c4)C3=O)CC2)cc1 (stereo not given)

assay / entry	25	26	27	28	29	30
Cneo AK release	2	-2	-2	1	-4	1
RAD52 inh	-10	-10	10	-2	·	·
miR-122 sensor	-6	0	8[16.7 µM]	·	-9	2
PGC1a acetyl inh	-7	-1	-8	2	0	0
PglD inh	-2	-3	1	2	2	2
E-selectin induc	6.7	-1.5	·	-0.1	·	·
ERAP1 inh	-1	5	-1	1	·	·
RAD54 inh	-5	-1	0	9	-4	-5

31) CCCC#Cc1ccc([C@@H]2[C@@H](C#N)N(C(=O)C3CCCC3)[C@@H]2CO)cc1
32) Cn1c(=O)n(C)c2cc(NS(=O)(=O)c3ccc(C(C)(C)C)cc3)ccc21
33) CCC1(c2ccccc2)NC(=O)N(CC(=O)N(C)Cc2ccccc2)C1=O (stereo not given)
34) CCCCOc1ccc(N2C(=O)CC(NCc3ccncc3)C2=O)cc1 (stereo not given)
35) COCC(C)NC(=O)c1cc(-c2cccc(OC)c2)on1 (stereo not given)
36) CCOC(=O)C1Oc2ccccc2C(c2ccc(C)cc2)=C1C(=O)OC (stereo not given)

assay / entry	31	32	33	34	35	36
Cneo AK release	4	·	1	0	2	0
RAD52 inh	3	-1	-4	-12	-10	-3
miR-122 sensor	·	107*	·	3	-11	-7
PGC1a acetyl inh	3	-4	·	35	7	3
PglD inh	1	·	-3	-1	-4	0
E-selectin induc	0.2	·	·	·	·	-0.3
ERAP1 inh	5	5	-4	3	4	0
RAD54 inh	-42	·	-7	-6	1	10

37) O=C(CSc1nc(C2CCCCC2)nc2ccccc12)NCc1ccco1
38) O=C(CCCc1nc2ccccc2s1)N1CCN(S(=O)(=O)c2cccs2)CC1
39) CCC(=O)Nc1ccc2c(c1)C(=O)N(C)C[C@H](OC)[C@H](C)CN(C(=O)Cc1ccccn1)[C@H](C)CO2
40) COC(=O)c1ccc(CNC(=O)c2ccc(OCC(=O)N3CCOCC3)c(OC)c2)cc1
41) N#Cc1c(-c2ccccc2)cc(-c2ccc3c(c2)OCO3)[nH]c1=O
42) CCCNC(=O)N1[C@@H](CO)[C@@H](c2ccccc2)[C@@H]1CNC(=O)c1ccccc1

assay / entry	37	38	39	40	41	42
Cneo AK release	1	-8	1	0	0	-2
RAD52 inh	-14	·	-25	-10	-8	-9
miR-122 sensor	2	2	·	-7	·	12[16.7 µM]
PGC1a acetyl inh	5	37	3	0	·	1
PglD inh	5	12	0	-3	4	-2
E-selectin induc	-3.3	·	-0.1	·	·	0.0
ERAP1 inh	6	·	0	0	2	-1
RAD54 inh	4	2	2	-11	-5	-2

43) CCCCN(C(=O)c1ccc(N(C)S(=O)(=O)c2ccc(C)cc2)cc1)c1c(N)n(CC(C)C)c(=O)[nH]c1=O
44) CCCNC(=O)N[C@@H]1CC[C@H](CCn2cc(C3CC3)nn2)O[C@@H]1CO
45) CCC1(CC)C(=O)C2=C3C1[C@H](C(=O)OC)C=C(C(=O)OC)C[C@H]3n1c(=O)n(C)c(=O)n1[C@H]2C (stereo not given in full)
46) CO[C@H]1CN(C)C(=O)c2ccc(NC(=O)NC(C)C)cc2OC[C@@H](C)N(Cc2ccccc2)C[C@H]1C
47) Cc1ccc(NC(=O)C2CCCN2C(=O)Oc2ccccc2)c(C)c1 (stereo not given)
48) N#Cc1ccc(NC(=O)Cn2cnc(S(=O)(=O)N3CCOCC3)c2)cc1

assay / entry	43	44	45	46	47	48
Cneo AK release	18	-1	-1	-2	1	3
RAD52 inh	-10	-4	-4	17	0	·
miR-122 sensor	4	·	·	-14[16.7 µM]	-1	-4
PGC1a acetyl inh	0	-6	·	3	6	1
PglD inh	3	0	-5	3	1	5
E-selectin induc	-0.8	-0.4	-0.1	0.3	1.5	·
ERAP1 inh	6	5	-2	-1	3	·
RAD54 inh	-2	-1	-8	-8	-1	-1

Filtered by structure, the compounds so far with an aryl thioether with sulfur outside any ring
8) CCc1ccccc1SCc1noc(C(=O)NCC2CCCO2)c1C(=O)O (stereo not given)
10) CSc1ccccc1C(=O)C1CCCN(C(=O)CCc2cccnc2)C1 (stereo not given)
12) COC(=O)c1ccccc1NC(=O)CSc1nncn1C
16) CCN(CC)S(=O)(=O)c1ccc(-c2nnc(SCC(=O)Nc3cc(OC)cc(OC)c3)o2)cc1
24) COc1ccc(CCNC(=O)CCCCCn2c(SCC(N)=O)nc3cc4c(cc3c2=O)OCO4)cc1OC
37) O=C(CSc1nc(C2CCCCC2)nc2ccccc12)NCc1ccco1

assay / entry	8	10	12	16	24	37
Cneo AK release	1	1	-1	-1	1	1
RAD52 inh	-8	0	-8	·	-11	-14
miR-122 sensor	-8	-1	-1	-10	-6	2
PGC1a acetyl inh	3	3	·	0	·	5
PglD inh	-1	3	-1	4	0	5
E-selectin induc	-0.1	4.6	1.3	·	-0.7	-3.3
ERAP1 inh	0	10	3	·	-3	6
RAD54 inh	-2	-6	2	13	-2	4

Continued.
49) Cc1cc(C)cc(C(N)=Nc2cccc(C#N)c2)c1
50) Cc1ccc(CNC(=O)C2CC(c3cccc([N+](=O)[O-])c3)=NO2)o1 (stereo not given)
51) CC(=O)Nc1ccc(S(=O)(=O)N(Cc2ccccc2)c2ccccn2)cc1
52) C[C@@H]1CN([C@@H](C)CO)C(=O)c2cc(NC(=O)Nc3ccccc3)ccc2O[C@@H](C)CCCCO[C@H]1CN(C)S(=O)(=O)c1cn(C)cn1
53) COc1ccc(NC(=O)N(C)C[C@H]2OCCCC[C@@H](C)Oc3ccc(NS(=O)(=O)c4ccccc4)cc3C(=O)N([C@H](C)CO)C[C@H]2C)cc1
54) COc1ccc(C)cc1NC(=O)C(OC(=O)C1=NNC(=O)CC1)c1ccccc1 (stereo not given)
55) CCOC(=O)NC(Nc1nnc(SCC)s1)(C(F)(F)F)C(F)(F)F

assay / entry	49	50	51	52	53	54	55
Cneo AK release	1	0	0	-2	49	0	-1
RAD52 inh	-4	-16	-7	14	49	-17	·
miR-122 sensor	7	1	12	8[16.7 µM]	-5[16.7 µM]	-3	5
PGC1a acetyl inh	2	2	-3	-5	12	-2	5
PglD inh	2	2	-4	-1	5	0	-9
E-selectin induc	-0.1	-0.4	·	1.2	-0.1	·	·
ERAP1 inh	1	-3	0	-9	0	1	·
RAD54 inh	-3	-1	-14	0	-5	4	-1
